Compound activity from PubChem BioAssay.
CYP2C9 act = activators of human CYP2C9 | 1.4% of 96,000 active | recombinant CYP2C9, luciferin-H conversion, luminescence; stronger effect = higher value; factor 1 = untreated enzyme, 0 = blocked | AID 1024 | activation factor at 5 µM | P11712;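 active means activation factor of 2 or more for CYP2C9 at a 5 µM dose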;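 further: 0 = sulfaphenazole-blocked wells and 1 = vehicle-only wells; values of inactives mirror those of a sister screen read the other way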
Target sequence (P11712 whole entry, looked up): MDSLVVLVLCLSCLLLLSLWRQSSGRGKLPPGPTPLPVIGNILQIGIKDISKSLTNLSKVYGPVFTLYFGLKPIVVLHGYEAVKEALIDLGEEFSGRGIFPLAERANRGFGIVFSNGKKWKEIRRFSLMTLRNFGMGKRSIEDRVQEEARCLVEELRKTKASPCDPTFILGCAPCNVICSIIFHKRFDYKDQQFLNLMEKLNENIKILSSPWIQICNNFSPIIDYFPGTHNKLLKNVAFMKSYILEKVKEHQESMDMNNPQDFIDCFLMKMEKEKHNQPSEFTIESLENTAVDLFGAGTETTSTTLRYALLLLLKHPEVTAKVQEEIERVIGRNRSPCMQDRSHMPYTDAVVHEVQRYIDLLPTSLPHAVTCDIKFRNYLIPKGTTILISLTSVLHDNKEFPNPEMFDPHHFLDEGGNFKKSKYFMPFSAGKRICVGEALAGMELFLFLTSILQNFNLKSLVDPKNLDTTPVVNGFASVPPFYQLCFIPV
CYP2C19 activ = cytochrome P450 2C19 (human) activation; recombinant CYP2C19, luciferin-H EGE luminescence; stronger effect = higher value; 0 = fully inhibited enzyme, 1 = untreated enzyme; 96,000 tested, under 10 active; P33261; activation factor at 5 µM;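 active means activation factor of at least 2 at 5 µM in the primary screen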;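 further: 0 = wells with 2.5 mM tranylcypromine and 1 = vehicle-only wells; values of inactives mirror those of a sister screen read the other way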
Target sequence (P33261 whole entry, looked up): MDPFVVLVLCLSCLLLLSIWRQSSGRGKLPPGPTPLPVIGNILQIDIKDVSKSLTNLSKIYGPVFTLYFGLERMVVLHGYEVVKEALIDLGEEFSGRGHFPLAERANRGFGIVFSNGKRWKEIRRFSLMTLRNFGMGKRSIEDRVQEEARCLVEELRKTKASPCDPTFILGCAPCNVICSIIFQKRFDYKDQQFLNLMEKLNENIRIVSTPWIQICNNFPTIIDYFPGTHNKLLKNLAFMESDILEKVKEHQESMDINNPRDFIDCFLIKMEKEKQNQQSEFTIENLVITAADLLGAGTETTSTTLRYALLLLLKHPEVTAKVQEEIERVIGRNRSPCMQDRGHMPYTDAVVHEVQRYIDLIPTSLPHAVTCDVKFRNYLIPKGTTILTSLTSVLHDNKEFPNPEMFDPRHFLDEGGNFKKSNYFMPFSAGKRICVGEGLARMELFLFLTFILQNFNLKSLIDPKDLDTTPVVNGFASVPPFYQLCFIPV
CYP2C9 inh = blocks human cytochrome P450 2C9. P11712. CYP2C9 Supersomes, luciferin-H conversion, luminescence. inhibition, % at 5 µM. 20% of 96,000 active;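 active means blocking of liver enzyme CYP2C9 beyond about 50% at 5 µM, limit read from the data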; further: values of inactives mirror those of a sister screen read the other way
CYP2C19 inh = blocks human cytochrome P450 2C19. P33261. CYP2C19 Supersomes, luciferin-H EGE luminescence, 30 min. inhibition, % at 5 µM. 21% of 96,000 active;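 active means CYP2C19 inhibition above a set limit at 5 µM in the primary screen, cut at about 50% in these data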;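 further: plate controls were negative control wells for no effect and 2.5 mM tranylcypromine positive control for full effect; values of inactives mirror those of a sister screen read the other way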
PTK2B oligo ant = blocks oligomerization of human Pyk2 in cells. Q14289. Q293 cells, Pyk2 FERM NanoBiT luminescence; stronger effect = lower value. z-score (the deposit names both 25 µM and 10 µM). 0.83% of 99,000 active. AID 1347419;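 active means Z-score of -3 or lower, scaled per plate to the spread of control and sample wells; inactive means z-score above -3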;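 further: negative z-score means lost luminescence so less FERM oligomerization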
PostGolgi yeast = growth inhibition of a yeast mutant, post-Golgi transport screen | post-Golgi transport phenotypic cell assay | inhibition, % at 10 µM | 0.9% of 98,000 active | AID 739; in the data active means inhibition above about 30%;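 further: yeast cells grown in 1536-well plates; yeast grown about 18 h at 30C before absorbance read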
PLAP activator = activates human placental alkaline phosphatase; AID 696; P05187; 1.2% of 96,000 active; activation fold at 20 µM; purified PLAP enzyme, luminescent substrate read-out; stronger effect = higher value; in the data active means activation fold above about 2
EphB4 ephrin blk = blocks human EphB4 binding to ephrin-B2. P54760. EphB4 LBD / TNYL-RAW-Alexa532 peptide, fluorescence polarization. inhibition, % at 7 µM. 0.15% of 97,000 active. AID 720;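 active means inhibition above the screen-wide mean inhibition plus 3 SD, cut at about 15% in these data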;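 further: 0% = DMSO wells and 100% = excess unlabeled TNYL-RAW peptide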
Ecoli WT expand = blocks growth of wild type E. coli BW25113; OD600 absorbance; growth inhibition, % at 100 µM; 0.15% of 98,000 active;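 active means growth inhibition above about 50% at one test dose, limit read from the data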;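 further: growth measured after 20 h incubation at 37 °C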
Numbers without * were called inactive; nt = no result given.

SMILES,CYP2C9 act,CYP2C19 activ,CYP2C9 inh,CYP2C19 inh,PTK2B oligo ant,PostGolgi yeast,PLAP activator,EphB4 ephrin blk,Ecoli WT expand
CN1CCCN(S(=O)(=O)c2ccc3c(c2)OCCO3)CC1,1.1,1,-8,-2,1.5,-5,0.9,-8,5
CN1CC(=O)N(CC(=O)Nc2ccc(Cl)c(C(F)(F)F)c2)C1=O,0.8,0.9,18,8,-0.73,-4,0.9,0,8
Cn1c(=O)c(C(=O)Nc2ncccn2)c(O)c2ccccc21,1.2,0.9,-25,8,0.42,-1,1,nt,-2
CCOC(=O)c1[nH]c2ccc(OC)cc2c1NC(=O)C(C)N1CCC2(CC1)OCCO2 (stereo not drawn),0.3,0.3,71*,70*,nt,19,1.6,3,16
Cn1cccc1Cc1nnc(SCC(=O)N2CCCCCC2)n1CCc1ccccc1,0.8,0.9,19,5,nt,-7,1.6,-6,5
O=C(O)CC(NC(=O)COc1ccc(Cl)cc1Cl)C(=O)O (stereo not drawn),1.1,1,-10,0,1.1,-1,1,4,-6
Clc1ccc(Cn2ncc3c(NCCN4CCOCC4)ncnc32)cc1,0.7,0.7,25,28,0.69,-1,1.6,5,7
Cc1ccc(-c2nnn(CC(=O)N3CCCc4ccccc43)n2)cc1,0.6,0.9,39,12,-1,-12,0.9,3,-2
Cc1c(CCC(C)C)c(-n2ccnc2C)n2c(nc3ccccc32)c1C#N,1,0.9,2,10,0.18,7,1.1,-3,1
CSCCOC(=O)C1=C(C)Nc2ccc(C)cc2S1,0.4,0.5,61*,50,-0.35,-1,1.4,0,1
CCN(CC)S(=O)(=O)c1ccc(C(=O)OCCNC(=O)c2cccnc2)cc1,0.3,1,72*,3,0.01,-4,1,5,-1
Brc1ccc(Nc2c3c(nc4ncnn24)CCC3)cc1,nt,nt,nt,nt,0.26,5,nt,4,1
Cc1cc(Nc2ccc3ccccc3c2)n2ncnc2n1,0.9,1.1,12,-10,-0.29,8,1.5,-8,9
COc1ccc(S(=O)(=O)N(C)CC(=O)Nc2ccc(F)cc2)cc1,2.2*,0.5,-120,45,-1.2,10,1.2,-1,2
Cc1ccc2c(c1)nnn2C1CCN(S(=O)(=O)c2ccc(C(=O)NC3CCCC3)cc2)CC1,0.5,0.8,50*,21,-0.3,-4,1,nt,-12
O=C(c1ccc(=O)[nH]c1)N(Cc1ccco1)C1(C(=O)NC2CCCCC2)CCCCC1,1.1,1,-9,-4,-0.58,0,1.5,nt,7
COc1cccc(NC(=O)CN(c2ccc(C)cc2)S(=O)(=O)c2c(C)nn(C)c2C)c1,0.2,0.3,76*,69*,-1.2,6,1.5,-8,-5
C=CCNc1nc(-c2sc(NC(=O)CC)nc2C)cs1,nt,nt,nt,nt,0.54,-3,nt,-2,8
COc1ccc(NC(=O)CSc2nc(-c3ccncc3)nn2CC(=O)N2CCCC2)cc1,0.2,0.1,83*,92*,0.47,-4,1.5,nt,-5
Cc1ccc(-c2csc3nnc(SCC(=O)Nc4cccc(C)n4)n23)cc1,0.5,0.4,53*,57*,-0.6,35*,1.4,-8,7
CC1CC(C)(C)CC2(C1)NC(=O)N(CC(=O)NCC(c1ccco1)N1CCCCC1)C2=O (stereo not drawn),0.9,1,6,0,-0.46,4,1.8,3,8
C[C@H](C(=O)O)c1n[nH]c(=O)c2ccccc12,0.9,1,6,0,-0.23,-7,1,-2,4
CCOc1ccc(S(=O)(=O)Nc2ccc(C(=O)N/N=C(\C)c3ccc(-n4ccnc4)cc3)cc2)cc1,0,0,99*,99*,-0.85,13,1.9,2,0
Cn1nnnc1SCC(=O)Nc1ccc(Br)cc1Cl,nt,nt,nt,nt,1.3,-1,nt,-9,-15
CCC(=O)N1CCc2cc(S(=O)(=O)NC(CC(C)C)C(=O)N3CCc4ccccc43)ccc21 (stereo not drawn),0.8,0.5,24,52*,-0.5,-6,1,nt,-3
Cc1nc(C(=O)Nc2ccc(Cl)cc2)nn1-c1ccc([N+](=O)[O-])cc1,0.9,1.1,13,-8,1,25,0.9,-3,-7
O=C(O)C1CC(=O)n2c(nc3ccccc32)S1 (stereo not drawn),0.8,0.7,22,32,0.07,-6,0.8,4,3
Cc1csc(SCCN2C(=O)c3ccccc3C2=O)n1,0.3,0.2,71*,82*,-0.38,4,1,-1,-10
CC(=O)Nc1ccc(N2CCN(C(=O)c3cccs3)CC2)cc1,1,0.9,2,6,1.2,0,0.8,nt,-6
COc1ccc(CCNc2ccncn2)cc1OC,0.3,0.1,67*,94*,0.37,-2,0.8,-2,-6
CN1CCN(C(c2cccc(C(F)(F)F)c2)c2nnnn2Cc2ccccc2)CC1 (stereo not drawn),0.6,0.5,43,52*,0.44,21,1.8,nt,-3
COc1cc2c(cc1NC(=S)Nc1ccccc1C)oc1ccccc12,1,1,-5,-5,-0.99,0,1,-3,-15
CCOC(=O)CNC(=O)c1sc2nc(C)cc(C)c2c1N,1,1,-5,-2,1.1,1,0.9,-6,-2
O=C(NCC1CCCO1)/C(=C\c1ccc(Cl)cc1)NC(=O)c1ccccc1 (stereo not drawn),0.9,0.9,6,12,-0.73,-5,1,-1,-2
O=C(CSc1nc2ccccc2[nH]1)c1cccs1,0.7,0.6,30,42,1.1,-9,0.9,nt,24
COC(=O)CNC(=O)c1ccccc1F,1,1.1,-3,-5,-0.22,-7,0.8,-2,6
CCN(CC)CCN1C(=O)C(O)=C(C(=O)c2ccco2)C1c1ccccn1 (stereo not drawn),0.5,1.1,50,-10,0.39,-7,1.3,0,4
COc1ccc(-c2nnn(CC(=O)N(CCO)C(C(=O)NC3CCCC3)c3ccc(F)cc3)n2)cc1 (stereo not drawn),1,0.9,-4,8,1.3,2,1.1,1,-7
COc1ccc2c(c1OC)C(=O)OC2Nc1ccccc1S(=O)(=O)C(F)F (stereo not drawn),1.1,1.3,-11,-26,0.08,2,0.9,nt,3
Cc1ccc(/C=C/c2nnc(-c3cccs3)o2)cc1,0.6,0.8,35,18,-1.2,-3,1,1,1
Nc1nnc2c(n1)CCCC2,1,1.1,-4,-6,-0.25,20,0.9,-7,-2
Cc1ccc(-c2noc(CCC(=O)NCC3CCN(Cc4cccc(C)c4)CC3)n2)cc1,0.6,0.7,40,27,3.2,0,1.6,1,2
CC(C(=O)Nc1ccccn1)N1C(=O)C2C3C=CC(C3)C2C1=O (stereo not drawn),1.1,1.1,-10,-10,1.1,7,1,9,-11
COc1ccccc1C(=O)OCc1c(F)cccc1Cl,3.4*,0.3,-237,73*,-0.96,0,0.9,0,3
CC(C)CN(CC(C)C)C(=O)CS(=O)(=O)Cc1ccccc1,0.7,0.4,33,62*,0.41,-7,1.4,1,-4

Three structures from above, ordered by length of the SMILES, low to high.
SMILES,CYP2C9 act,CYP2C19 activ,CYP2C9 inh,CYP2C19 inh,PTK2B oligo ant,PostGolgi yeast,PLAP activator,EphB4 ephrin blk,Ecoli WT expand
O=C(O)CC(NC(=O)COc1ccc(Cl)cc1Cl)C(=O)O (stereo not drawn),1.1,1,-10,0,1.1,-1,1,4,-6
Cc1ccc(-c2nnn(CC(=O)N3CCCc4ccccc43)n2)cc1,0.6,0.9,39,12,-1,-12,0.9,3,-2
COc1cccc(NC(=O)CN(c2ccc(C)cc2)S(=O)(=O)c2c(C)nn(C)c2C)c1,0.2,0.3,76*,69*,-1.2,6,1.5,-8,-5

(cont.)
SMILES,CYP2C9 act,CYP2C19 activ,CYP2C9 inh,CYP2C19 inh,PTK2B oligo ant,PostGolgi yeast,PLAP activator,EphB4 ephrin blk,Ecoli WT expand
O=C1CC(N2CCN(c3ccc(S(=O)(=O)N4CCOCC4)cc3)CC2)C(=O)N1Cc1ccccc1 (stereo not drawn),0.6,0.6,39,39,2.1,-1,1.1,3,3
CCOC(=O)c1sc(NC(=O)Nc2ccc(Cl)cc2)nc1C,0.9,0.9,15,10,-2.2,-7,1,4,-9
COC(=O)CSc1nnc(CNC(=O)c2cccc(C)c2)n1-c1ccccc1OC,0.9,0.8,10,20,1.4,-2,1.1,10,0
Cc1nn(CCC(=O)O)c(C)c1C,1.3,1.3,-34,-31,-0.19,18,0.9,3,-4
CSc1nnc2n(-c3ccc(C)cc3)c(=O)c3c4c(sc3n12)COC(C(C)C)C4 (stereo not drawn),1,1,2,-2,nt,-3,1.2,4,1
COCCn1c(SCC(=O)N2CCCC2)nnc1-c1ccoc1C,0.8,0.9,22,7,-0.16,8,1.1,-10,4
O=C(NCCN1CCCC1)c1ccc(CS(=O)(=O)c2c(Cl)cccc2Cl)o1,1.1,1.1,-6,-12,nt,2,1,0,6
COC(=O)c1ccc(CN(c2ccccn2)S(=O)(=O)c2ccccc2)cc1,0.7,0.3,30,70*,1.3,-4,1.1,6,-2
COc1cc(OC)cc(C(=O)Nc2ccccc2C(=O)N2CCCC2)c1,1.1,1,-5,3,1.1,2,1.2,-2,0
CN(Cc1ccccc1)c1nc(N)c([N+](=O)[O-])c(Nc2cccc(F)c2)n1,0.2,0.6,79*,38,-0.84,22,0.9,0,-6
O=C(Cc1ccc(Br)cc1)N1CCN(c2ccccc2)CC1,0.1,0,88*,99*,0.44,7,0.9,0,4
COC(=O)NCC(c1cccnc1)N1CCN(c2ccccc2OC)CC1 (stereo not drawn),1.1,0.6,-9,42,0.11,-18,1.2,-4,-4
COc1ccc(C(=O)Nc2ncc3c(n2)CC(c2ccco2)CC3=O)cc1 (stereo not drawn),0.9,0.9,12,6,0.15,-3,0.8,1,-6
COc1ccccc1-n1c(SCC(=O)Nc2cccc3ccccc23)nc(O)cc1=O,0.7,1,29,4,-2,5,1.2,-2,2
CCNC(=S)N1CCN(CCN=CC2=C(O)CC(c3cccs3)CC2=O)CC1 (stereo not drawn),0.9,0.7,14,33,0.05,-5,1,-1,-1
COc1ccc(C2C(C#N)=C(SC)NC3=C2C(=O)CC(C)(C)C3)cc1 (stereo not drawn),0.3,0.5,73*,50,-2.6,5,1,nt,2
COc1ccc(OC)c2c(C)cc(N3CCCN(C)CC3)nc12,1.2,0.9,-17,12,0.04,-1,1.5,6,2
COc1cccc(/C(O)=C2/C(=O)C(=O)N(CCCN(C)C)C2c2cccc(Cl)c2)c1 (stereo not drawn),1.2,1.3,-17,-27,nt,nt,1.5,nt,nt
O=C(O)C1CCCCC1C(=O)NCCC(c1ccccc1)c1ccccc1 (stereo not drawn),0.7,1,31,-2,0.23,11,1.3,1,1
CC(C)(C)c1ccc(-c2nnc(SCCN3C(=O)c4ccccc4C3=O)o2)cc1,0.2,0.2,84*,78*,0.95,-3,1.2,1,-5
CCOc1ccc(-c2n[nH]c(C)c2-c2ccccc2OC)c(O)c1,0.8,0.5,20,47,-1.5,-6,1.1,-10,-3
Cc1ccc(S(=O)(=O)C2CCOC2=O)cc1 (stereo not drawn),0.9,1,9,-2,0.07,-1,1.1,0,-5
Cc1nnc(NC(=O)Nc2cccc(Cl)c2)s1,0.9,0.6,10,36,-1.5,-3,0.9,4,9
CN1C(=O)/C(=N\OC(=O)c2cccc3ccccc23)c2ccccc21,0.8,0.9,19,8,-0.07,0,0.9,-2,-5
N/C(=N\OC(=O)CCc1ccccc1)c1ccc(Cl)cc1,0.9,1,8,-1,2.5,1,0.9,-3,2
COc1ccccc1OCC(=O)c1[nH]c(C)c(C(C)=O)c1C,0.9,0.6,11,35,0.93,2,1,1,0
CCCCCCn1c(CN2CCN(Cc3ccccc3)CC2)nc2c1c(=O)n(C)c(=O)n2C,0.6,0.6,44,43,0.72,6,1.3,8,-3
CCOC(=O)c1nnn(CC(=O)Nc2cc(Cl)ccc2C)c1C(=O)OCC,0.5,0.7,48,28,-1.4,1,1.2,-4,3
CCC(=O)c1cc(F)c(N2CCN(S(=O)(=O)c3ccc(C)cc3)CC2)cc1C,0.4,0.6,59*,43,-1.3,28,1.3,-5,-7
COc1ccc2oc(=O)c(C(=O)n3ccc(C)n3)cc2c1,0.9,0.9,5,5,2.1,0,1.1,-3,-4
